# GPR151 ag: activators of human GPR151; Q8TDV0; PathHunter beta-arrestin GPR151 cells, luminescence; activation, % at 11.2 µM; hit rate 1% among 650,000; in the data active = activation above about 4.9%;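 note: 0% = median of compound wells and 100% = cells with positive control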
# MITF inh: blocks human microphthalmia-associated transcription factor; AlphaScreen MITF homodimerization, bead proximity signal; hit rate 0.91% among 650,000; O75030; inhibition, % at 2.6 µM; in the data active = inhibition above about 50%;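 note: 0% = vehicle wells with protein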
# FBW7 activator: activators of human E3 ligase FBW7; hit rate 0.13% among 650,000; AID 1259310; normalized activity (activation), % at 26.1 µM; Q969H0; AlphaScreen FBW7–phospho-cyclin E peptide binding, activator screen; in the data active = normalized activity above about 1.9%;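 note: purified mutant Fbw7 with reduced substrate affinity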
# Target sequence (Q969H0 whole entry, looked up): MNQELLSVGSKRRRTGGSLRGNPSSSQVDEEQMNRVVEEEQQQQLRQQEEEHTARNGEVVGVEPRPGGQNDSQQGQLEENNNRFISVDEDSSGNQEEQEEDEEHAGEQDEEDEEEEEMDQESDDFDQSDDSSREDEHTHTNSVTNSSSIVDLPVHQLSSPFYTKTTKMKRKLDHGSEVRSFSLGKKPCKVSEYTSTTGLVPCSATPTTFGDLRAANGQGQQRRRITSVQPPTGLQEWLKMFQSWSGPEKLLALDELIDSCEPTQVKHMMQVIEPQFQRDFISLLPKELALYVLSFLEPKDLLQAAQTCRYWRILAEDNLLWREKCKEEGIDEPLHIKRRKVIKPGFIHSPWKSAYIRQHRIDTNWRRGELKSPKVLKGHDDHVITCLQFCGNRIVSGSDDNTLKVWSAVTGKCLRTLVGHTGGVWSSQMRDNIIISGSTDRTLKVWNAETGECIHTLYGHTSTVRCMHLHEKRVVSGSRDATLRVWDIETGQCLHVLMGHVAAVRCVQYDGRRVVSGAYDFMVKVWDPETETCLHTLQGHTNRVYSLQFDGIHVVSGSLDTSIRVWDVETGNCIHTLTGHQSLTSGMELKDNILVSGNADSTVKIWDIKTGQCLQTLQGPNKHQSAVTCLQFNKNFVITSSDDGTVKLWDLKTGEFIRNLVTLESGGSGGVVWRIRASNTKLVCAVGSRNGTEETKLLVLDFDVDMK
# TEAD-YAP block: TEAD-YAP interaction inhibition; hit rate 1.4% among 640,000; AID 1259422; HEK-TIYL cells, TEAD-Gal4/YAP UAS-luciferase luminescence; inhibition, % at 9.12 µM; in the data active = inhibition above about 32%;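 note: 0% = median of test compound wells and 100% = reference inhibitor wells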
# * marks the source's active call; other numbers are inactive results; & = joins results of further samples.
SMILES,GPR151 ag,MITF inh,FBW7 activator,TEAD-YAP block
S=c1nc(-c2ccccc2Cl)[nH][nH]1,1.6&0.4,5&8,0.0&0.2,6&-1
Cc1ccc(S(=O)(=O)NCCCCCC(=O)N(C)C)cc1,-0.8,-2,0.0,5
CC(=O)Oc1ccc2ccccc2c1-c1c(OC(C)=O)ccc2ccccc12,-0.7,-15,-0.1,3
O=C1NC2(CCCCC2)C(=O)N1CN1CCN(c2ccccn2)CC1,-0.4,11,0.5,3
CCOC(=O)c1c(NC(=O)/C(C#N)=C/c2ccc(OC)cc2)sc2c1CCC2,2.7,4,0.2,7
O=C(CSc1nnc2sc3ccccc3n12)c1ccccc1,0.3,1,0.2,-13
CCCNC(=O)C1=C(C)C(=O)OC12CCCCC2,1.5,-7,0.1,3
O=c1c2c3c(sc2n(Cc2cc(=O)n4ccccc4n2)c(=O)n1-c1ccccc1)CCC3,1.4,20,-0.1,6
CC1CCN(CCCC(=O)c2ccc(F)cc2)CC1,0.1,10,0.4,7
Nc1nonc1-c1noc(Cc2ccc(Cl)cc2)n1,1.7,-9,0.1,10
O=C(Cn1c(=O)sc2ccccc21)Nc1ccc(C(=O)O)cc1,-0.9,4,0.0,-4
COc1ccc(NC(=O)CCNc2c(N3CCCC3)c(=O)c2=O)c(OC)c1,-3.3,13,0.5,18
CC(=O)c1ccccc1OCC(O)COc1ccccc1C(C)=O,-0.1,0,-0.1,4
Cc1sc2ncnc(SCC(=O)NC(=O)NC(C)C)c2c1C,-1.3,-4,-0.2,-3
CN(C)CC(C)(O)c1ccc2c(c1)CN(Cc1ccsc1)CCO2 (stereo not given),0.3,-1,0.0,1
CC(C)N(C(=O)CN1c2cccc3cccc(c23)S1(=O)=O)C(C)C,-0.8,9,0.0,-8
CCOC(=O)C1=C(C)N=C2SCCC(=O)N2C1c1ccccc1[N+](=O)[O-] (stereo not given),1.9,-10,-0.2,-2
Nc1c(C(=O)Nc2ccc(Cl)c(Cl)c2)sc2nc3c(cc12)CCC3,-1.1,-30,0.8,-22
Cc1onc(-c2c(F)cccc2Cl)c1C(=O)OCC(=O)Nc1ccc2c(c1)OCO2,3.3,0,0.0,5
Cc1ccc(-n2nc3c(c2NC(=O)/C=C\c2ccccc2)CSC3)cc1,2.2,-12,-0.2,5
Cn1c(=O)c2cc(C(=O)N3CCN(c4ccc([N+](=O)[O-])cc4)CC3)sc2c2ccccc21,1.0,-10,-0.1,0
CC(=O)Nc1ccccc1OCC(=O)NCCc1ccc(F)cc1,1.8,4,0.0,5
COc1ccc(CN2CCNC(=O)C2CC(=O)N(C)C(C2CC2)C2CC2)cc1C (stereo not given),1.6,13,0.0,-3
COc1ccccc1CN[C@H]1C[C@H]2C(=O)N[C@H](C(C)C)C(=O)N2C1,0.0,-3,-0.3,-3
COc1ccc(C=O)cc1OC(=O)c1ccccc1[N+](=O)[O-],-0.3,9,-0.1,1

# 3 compounds drawn at random from the list so far, as already listed:
SMILES,GPR151 ag,MITF inh,FBW7 activator,TEAD-YAP block
CC(C)N(C(=O)CN1c2cccc3cccc(c23)S1(=O)=O)C(C)C,-0.8,9,0.0,-8
Cc1sc2ncnc(SCC(=O)NC(=O)NC(C)C)c2c1C,-1.3,-4,-0.2,-3
O=C1NC2(CCCCC2)C(=O)N1CN1CCN(c2ccccn2)CC1,-0.4,11,0.5,3

# Already shown: an excerpt of the list.
SMILES,GPR151 ag,MITF inh,FBW7 activator,TEAD-YAP block
CC(=O)Nc1ccccc1OCC(=O)NCCc1ccc(F)cc1,1.8,4,0.0,5
COc1ccc(CN2CCNC(=O)C2CC(=O)N(C)C(C2CC2)C2CC2)cc1C (stereo not given),1.6,13,0.0,-3
COc1ccccc1CN[C@H]1C[C@H]2C(=O)N[C@H](C(C)C)C(=O)N2C1,0.0,-3,-0.3,-3
COc1ccc(C=O)cc1OC(=O)c1ccccc1[N+](=O)[O-],-0.3,9,-0.1,1

# Additional results follow.
SMILES,GPR151 ag,MITF inh,FBW7 activator,TEAD-YAP block
Cc1ccc(CNS(=O)(=O)c2ccc(F)c(C(=O)Nc3cc(C(F)(F)F)ccc3Cl)c2)cc1,0.4,6,0.0,3
CS(=O)(=O)c1ccc(-c2ccnc(NC3CCCCC3)n2)cc1,0.4,-3,-0.2,2
Cc1sc(NC(=O)/C=C/c2ccccc2)nc1-c1ccccc1,-0.4,9,0.0,5
O=C(O)c1ccc(CSCc2ccccc2F)o1,-1.0,-2,-0.1,-8
CCOc1ccc(Nc2nnc(SCC(=O)N3c4ccccc4CC3C)s2)cc1 (stereo not given),0.5,18,0.1,-4
COc1ccccc1CCC(=O)Nc1cnn(CC(=O)NC(C)c2nccs2)c1 (stereo not given),0.8,2,0.1,3
COCCCNc1nc2nonc2nc1N(C)Cc1cccc2ncccc12,2.8,5,0.1,-2
CC1CC(=O)N(c2ccc(C(=O)O)cc2)C1=O (stereo not given),1.3,-4,-0.1,2
CCOCCn1c(=NC(=O)CN2C(=O)CCC2=O)sc2cc(F)ccc21,0.4,-7,-0.1,-2
CCOC(=O)N1CCC(n2c(SCC(=O)NCc3ccc(C)cc3)nc3ccsc3c2=O)CC1,0.8,5,-0.1,-2
COc1ccc(CCNC(=O)c2cccnc2SCC(=O)Nc2ccc(Br)cc2F)cc1OC,-0.4,11,0.1,-3
Cc1ccc(C(=O)CN(C)C2CCN(C)CC2)cc1,1.1,38,-0.2,1
O=C1CSC2(C(=O)Nc3ccccc32)N1c1ccc(F)c(Cl)c1 (stereo not given),0.7,25,-0.4,8
COc1ccc(Cn2c(C)c(C)n3c4c(=O)n(Cc5ccccc5)c(=O)n(C)c4nc23)cc1,1.6,16,0.2,0
O=C(COc1ccccc1F)Nc1c2c(nn1-c1nc3ccccc3s1)CCC2,0.0,2,0.8,-14
O=C(CN1C(=O)/C(=C\c2ccccc2Cl)SC1=S)Nc1cc([N+](=O)[O-])ccc1O,-1.1,17,-0.1,2
COc1ccccc1N1CCN(C2CCN(Cc3ccc([N+](=O)[O-])cc3)CC2)CC1,-1.2,57*,-0.2,14
Cc1ccc(NC(=O)c2ccc3c(=O)n(Cc4ccccc4)c(=S)[nH]c3c2)cc1C,-0.8,-12,-0.1,-4
COc1ccccc1C(=O)N/N=C/c1cccc(OC)c1O,-1.0,16,-0.1,-16
COC(=O)c1cc(OC)c(OC)cc1NC(=S)N1CCCCC1,-2.1,21,0.0,1
COc1cccc(CNC(=O)CSc2ccc(-c3ccccn3)nn2)c1,-1.6,37,-1.8,-3
C=CCn1c(SCC(=O)Nc2ccccc2F)nc2sc3c(c2c1=O)CCC3,0.1,11,0.1,3
C=CCOC(=O)C1=C(C)NC(=O)NC1c1c(F)cccc1Cl (stereo not given),-1.7,20,0.8,-3
COCC(=O)N1CCC(CCC(=O)Nc2cccc(C)c2)CC1,3.0,14,0.1,-11
CN1CCN(CCCNC(=O)COc2cc(=O)n(C)c3ccccc23)CC1,0.4,-17,0.2,-1
SMILES,GPR151 ag,MITF inh,FBW7 activator,TEAD-YAP block
Cc1cc(NC(=O)CSc2nnc(-c3ccco3)n2Cc2ccccc2)no1,0.0,13,0.5,-12
Cc1cccc(-n2cc(-c3ccccc3)c3c(N4CC(C)CC(C)C4)ncnc32)c1 (stereo not given),-0.4,-2,-0.2,2
COc1cc(C(=O)Nc2c(C)n(C)n(-c3ccccc3)c2=O)cc(OC)c1OC,-0.2,-2,0.1,9
COc1ccccc1CN1CCN(C2CCC(=O)N(Cc3ccc(F)cc3F)CC2)CC1 (stereo not given),-1.2,6,0.1,-4
COc1ccc(N2C3=C(C(=O)CC(C)(C)C3)C(c3ccccc3)C3=C2c2ccccc2C3=O)cc1 (stereo not given),5.6*,-8,0.0,-6
COc1ccc(NC(=O)N2CCC3(CC2)OCc2cccc(OC)c2O3)cc1,0.1,-4,0.1,-2
O=C(Nc1ccc2c(c1)OCCO2)c1csc2nc(-c3ccc(F)cc3)cn12,0.2,13,0.0,19
CN1CCN(C(=O)c2ccc(-c3nc(Nc4ccc(N5CCOCC5)cc4)c4ncn(CCN5CCCC5=O)c4n3)cc2)CC1,0.8,12,0.1,0
O=C(Nn1c(-c2cccs2)nc2ccccc2c1=O)c1cc2cc(Br)ccc2oc1=O,0.9,3,-0.3,0
Cc1ccc([N+](=O)[O-])c2c1NC(c1ccc(Cl)cc1Cl)C1CC=CC21 (stereo not given),0.0,-13,-0.1,-3
N#Cc1c(N)n(-c2ccc(S(=O)(=O)Nc3nccs3)cc2)c2nc3ccccc3nc12,0.4,-2,0.0,-3
O=C1N[C@H](CO)C(=O)N2CCN(Cc3ccc(Cl)s3)C[C@H]12,1.9,12,-0.1,12
CCOc1c(Br)cc(C(=O)NN)cc1OC,0.6,-1,0.1,52*
CCCC(=O)Nc1ccc(S(=O)(=O)Nc2ccc3c(c2)N(CC)C(=O)C(C)(C)CO3)cc1,-0.9,-2,0.1,6
NC(=O)CCN1C(=O)c2ccccc2C1=O,-0.9,11,0.2,-4
O=[N+]([O-])c1ccc(-c2ccc(-c3[nH]c(-c4cccc(O)c4)nc3-c3ccccc3)cc2)cc1,0.8,4,-0.2,6
CCOc1ccc(-c2cc(=O)c3ccc(NC(=O)c4ccccc4C)cc3o2)cc1,1.8,-10,-0.1,-5
O=C(CN1C(=O)C2C3C=CC(C4CC34)C2C1=O)NC1CCCCCC1 (stereo not given),1.2,6,0.2,-11
Cc1ccc(N2C3=C(C(=O)CC(C)(C)C3)C(c3cccc(F)c3)C3=C2CC(C)(C)CC3=O)cc1C,1.3,-3,0.0,12
CC(Oc1ccc(Cl)cc1Cl)C(=O)NNC(=O)C(=O)NCCO (stereo not given),0.0,-2,-0.1,-1
COc1ccc(C(=O)Nc2cc(Nc3ccccc3C(N)=O)ccn2)cc1,0.3,1,-0.1,37*
COc1ccc(Cl)cc1C(=O)Oc1coc(CSc2ncccn2)cc1=O,1.0,9,-0.1,10
COc1cc(OC)cc(C(=O)Nc2cccc(NC(=O)c3ccco3)c2)c1,-1.8,25,1.2,-1
O=C(CSc1nnc2ccccn12)c1ccc(F)cc1,0.8,-12,-0.2,-46
Cc1nn(-c2ccc([N+](=O)[O-])cc2)c(N)c1C1(O)C(=O)Nc2ccc(F)cc21 (stereo not given),0.5,-9,-0.1,12
SMILES,GPR151 ag,MITF inh,FBW7 activator,TEAD-YAP block
CCOC(=O)CSc1nc2c(sc(=S)n2-c2ccccc2OCC)c(=O)n1-c1ccccc1F,1.6,17,-0.1,14
O=C(CCN1CCCCC1)c1ccc(O)cc1,-1.4,5,-0.3,-1
CCCCNCC(=O)Nc1ccc(N2CCCCCC2)cc1,-0.9,-5,-0.1,1
COc1cc(/C=C/c2ccncc2)ccc1OC(=O)C1CC1,-3.0,7,-0.3,-37
COc1c(C(=O)Nc2ccc(Cl)cn2)ccc2ccccc12,5.5*,11,0.2,-39
Nc1sc2c(c1C(=O)Nc1ccccc1)CCCC2,-0.3,-2,-0.2,15
Cc1ccc2cc(CNCCCOC(C)C)c(Cl)nc2c1,-1.6,48,0.4,8
CC(C)(C)C1=NN(C(=O)c2cccnc2)C(O)(C(F)(F)F)C1 (stereo not given),0.7,-2,0.2,-3
CC(=O)Nc1ccc(Nc2cc(NCCCN3CCCC3=O)nc(N)n2)cc1,3.8,1,-0.4,1
O=C(CSc1ccccn1)N1CCC(CO)(Cc2ccccc2C(F)(F)F)CC1,-1.0,-4,-0.1,2
O=C(Nc1ccc2oc(-c3ccc(F)cc3Cl)nc2c1)c1cccc([N+](=O)[O-])c1,1.1,13,-0.1,-2
CN(CCN1C(=O)C2C(C(=O)Nc3ccc(Br)cc3)C3C=CC2(O3)C1C(=O)NC1CCCCC1)Cc1ccccc1 (stereo not given),-0.6,3,0.0,3
COc1ccc(C2=NOC(C(=O)NC(C)(C)C)C2)cc1 (stereo not given),-0.5,-7,0.1,-2
COc1ccc(NC(=O)c2cc3nc(-c4ccc(OC)c(OC)c4)cc(C(F)(F)F)n3n2)cc1,-0.1,-4,0.0,6
O=C(NCC1OCCc2ccccc21)C(=O)N1CCCCC1 (stereo not given),-1.2,5,0.8,15
O=C(/C=C\Nc1ccccn1)c1ccccc1,-5.8,14,0.0,41*
CC(=O)Nc1ccc(Nc2nc(N3CCCC3CO)nc3nc[nH]c23)cc1 (stereo not given),-0.2,8,0.7,5
CC(C)C1N=C2c3ccccc3N=C(SCC(N)=O)N2C1=O (stereo not given),0.6,1,0.0,5
Cn1c(SCC(=O)N2CCCCCC2)nc2cccnc21,-0.4,0,-0.1,9

# Part of the list above in order of count of non-hydrogen atoms, smallest number first.
SMILES,GPR151 ag,MITF inh,FBW7 activator,TEAD-YAP block
O=C1CSC2(C(=O)Nc3ccccc32)N1c1ccc(F)c(Cl)c1 (stereo not given),0.7,25,-0.4,8
Cc1ccc([N+](=O)[O-])c2c1NC(c1ccc(Cl)cc1Cl)C1CC=CC21 (stereo not given),0.0,-13,-0.1,-3
Cn1c(=O)c2cc(C(=O)N3CCN(c4ccc([N+](=O)[O-])cc4)CC3)sc2c2ccccc21,1.0,-10,-0.1,0

# Some values from the results shown.
# Entry of Cc1ccc(S(=O)(=O)NCCCCCC(=O)N(C)C)cc1 under FBW7 activator: 0.0
# Entry of NC(=O)CCN1C(=O)c2ccccc2C1=O under FBW7 activator: 0.2
# Entry of CS(=O)(=O)c1ccc(-c2ccnc(NC3CCCCC3)n2)cc1 under MITF inh: -3
# Entry of O=C(NCC1OCCc2ccccc21)C(=O)N1CCCCC1 (stereo not given) under GPR151 ag: -1.2
